Assay outcomes (PubChem BioAssay)
KDM5B inhibitor: Primary screen for KDM5B Histone Demethylases FDH-coupled qHTS; KDM5B demethylase, FDH-coupled NADH fluorescence (FDH is formaldehyde dehydrogenase); Potency, µM (series often up to 57.7 µM), for the others: at the highest dose activity change, negative = inhibition, actives largely listed as inhibitors; 220,000 tested, 2.6% active; Lysine-specific demethylase 5B (Homo sapiens), Q9UGL1; active = well fitted inhibition curve with a large enough effect; inconclusive = small, poorly fitted or top-dose-only effect; inactive = no such curve, though single readings can be large or run the other way; also: 0% is about no effect; nearly all actives have a fitted effect of over 70% in size
Target sequence (Q9UGL1 whole entry, looked up): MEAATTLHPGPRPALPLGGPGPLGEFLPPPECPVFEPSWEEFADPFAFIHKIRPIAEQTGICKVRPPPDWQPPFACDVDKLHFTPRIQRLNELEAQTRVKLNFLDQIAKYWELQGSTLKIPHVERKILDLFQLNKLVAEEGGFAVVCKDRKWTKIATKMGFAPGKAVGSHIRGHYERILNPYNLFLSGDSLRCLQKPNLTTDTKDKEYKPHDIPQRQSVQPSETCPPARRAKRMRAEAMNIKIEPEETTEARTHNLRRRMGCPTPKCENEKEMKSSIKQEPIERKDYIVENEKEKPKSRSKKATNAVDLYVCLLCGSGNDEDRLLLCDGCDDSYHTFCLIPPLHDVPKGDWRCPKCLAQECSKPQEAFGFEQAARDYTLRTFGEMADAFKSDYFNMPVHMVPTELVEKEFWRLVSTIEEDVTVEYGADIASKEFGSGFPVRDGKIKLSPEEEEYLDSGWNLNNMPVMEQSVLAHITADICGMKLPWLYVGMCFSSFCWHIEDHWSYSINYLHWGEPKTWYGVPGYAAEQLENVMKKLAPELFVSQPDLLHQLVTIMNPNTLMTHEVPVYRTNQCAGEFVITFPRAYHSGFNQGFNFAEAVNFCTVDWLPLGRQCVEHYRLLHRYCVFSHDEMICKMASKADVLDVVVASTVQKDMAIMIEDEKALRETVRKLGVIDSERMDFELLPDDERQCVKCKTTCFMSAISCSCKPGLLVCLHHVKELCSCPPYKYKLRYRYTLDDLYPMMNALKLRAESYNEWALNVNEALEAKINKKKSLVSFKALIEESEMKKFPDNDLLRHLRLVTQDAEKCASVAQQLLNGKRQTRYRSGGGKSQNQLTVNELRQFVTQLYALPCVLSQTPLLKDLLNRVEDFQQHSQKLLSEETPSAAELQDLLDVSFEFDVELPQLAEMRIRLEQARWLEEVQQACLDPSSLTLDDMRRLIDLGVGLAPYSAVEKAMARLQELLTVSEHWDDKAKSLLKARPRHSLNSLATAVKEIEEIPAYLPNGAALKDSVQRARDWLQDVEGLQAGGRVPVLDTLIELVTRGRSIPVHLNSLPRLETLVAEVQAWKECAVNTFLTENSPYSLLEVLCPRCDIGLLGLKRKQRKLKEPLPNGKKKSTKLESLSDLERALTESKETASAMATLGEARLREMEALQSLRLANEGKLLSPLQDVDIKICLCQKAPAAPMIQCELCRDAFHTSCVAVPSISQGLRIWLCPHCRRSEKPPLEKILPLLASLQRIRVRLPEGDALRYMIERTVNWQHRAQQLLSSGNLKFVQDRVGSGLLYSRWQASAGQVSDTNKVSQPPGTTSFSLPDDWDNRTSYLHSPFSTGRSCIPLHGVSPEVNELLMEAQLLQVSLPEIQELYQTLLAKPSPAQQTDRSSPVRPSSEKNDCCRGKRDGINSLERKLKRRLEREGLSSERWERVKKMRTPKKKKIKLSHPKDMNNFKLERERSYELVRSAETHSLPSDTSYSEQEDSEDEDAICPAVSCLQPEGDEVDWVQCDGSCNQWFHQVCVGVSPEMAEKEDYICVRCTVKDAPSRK
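Compound dilutions met 200 nM (final) KDM5BΔAP for 10 min at room temperature before substrate addition. The substrate mix held 12.5 µM H3K4me3 with cofactors 25 µM α-ketoglutarate and 50 µM Fe²⁺. NADH signal gain over 30 min defined activity.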
Starred values were filed as active, the others as inactive; u = inconclusive; & = joins results of further samples; [ ] = remark or other dose. Potency is read from the fitted curve at half-maximal effect. Some of the compounds tested; rates above refer to the full screens.

CCc1nccn1CC(=O)N1CCc2[nH]cnc2C1C(=O)O (stereo unspecified)
  KDM5B inhibitor: u
CC(C)COc1ccc(C(=O)N2CCCCC2CCN2CCOCC2)cc1 (stereo unspecified)
  KDM5B inhibitor: -11%
CC(C)(C)c1ccc(C(=O)NCC(=O)OCc2cc(=O)n3nc(C4CC4)sc3n2)cc1
  KDM5B inhibitor: 3%&-12%
Cc1cccc(C(=O)N2CCc3cc(CNC(=O)CSc4ccccc4)ccc32)c1
  KDM5B inhibitor: u
O=C(CCc1ccccn1)N1CC[C@@H](N2CCN(c3ccccc3F)CC2)[C@H](O)C1
  KDM5B inhibitor: 22%
CCn1c(=O)c(=O)n(CC)c2cc(N3CCCCC3)c(NC(=O)c3cccc(OC)c3)cc21
  KDM5B inhibitor: 12%
CCN1Cc2cccc(C(=O)Nc3ccc(F)cc3)c2C1=O
  KDM5B inhibitor: -5%
COc1ccc(-c2nc3cc(NC(=O)c4cc5ccccc5o4)ccc3o2)cc1
  KDM5B inhibitor: -19%
CCc1ccccc1NC(=O)CN(C)S(=O)(=O)c1cccc2nsnc12
  KDM5B inhibitor: -12%
O=S(=O)(NCCc1csc2nc(-c3ccccc3)nn12)c1cccs1
  KDM5B inhibitor: u
Cc1ccc2nc(N(CCN(C)C)C(=O)c3ccc4c(c3)OCCO4)sc2c1
  KDM5B inhibitor: 6%
Cc1ccc(NC(=O)N2CCN(C(=O)c3nonc3N)CC2)cc1F
  KDM5B inhibitor: 5%
COc1ccc(-c2cn3c(n2)sc2cc(C(=O)Nc4cccc(OC)c4)ccc23)cc1
  KDM5B inhibitor: 464%[activator]
O=C(COc1ccccc1-c1nc(-c2ccccc2)no1)Nc1cccc([N+](=O)[O-])c1
  KDM5B inhibitor: -17%
Cc1ccc2c(C)c(C(=O)N3CCCC3c3nc(C(C)C)no3)oc2c1C (stereo unspecified)
  KDM5B inhibitor: -26%
Cc1ccc(NC(=O)Cn2nc3ccc(SC(C)C)nn3c2=O)c(Cl)c1
  KDM5B inhibitor: 23%
O=C(c1ccccc1)N1CCn2ncc(C(=O)N3CCOCC3)c2C1
  KDM5B inhibitor: -8%[115 µM]
O=C(Nc1ccccc1)c1cccc(OCc2ccccc2)c1
  KDM5B inhibitor: 6%
O=C(CC1CCCC1)Nc1cccc2ncccc12
  KDM5B inhibitor: 6%
CC(Cc1ccc(Cl)cc1)NC(=O)c1ccc[n+]([O-])c1 (stereo unspecified)
  KDM5B inhibitor: 11%
Cc1ccc(N2CC(NC(=O)c3ccc(Br)o3)CC2=O)cc1C (stereo unspecified)
  KDM5B inhibitor: -16%
CCOC(=O)c1cccc(NC(=O)CCn2c(=O)oc3ccccc32)c1
  KDM5B inhibitor: 17%&8%
CCCN1CCOc2ccc(C(=O)NCc3ccccc3F)cc2C1
  KDM5B inhibitor: 11%
CCOCc1cc(CN2CCN(c3cccc(Cl)c3)CC2)c(O)c2ncccc12
  KDM5B inhibitor: u
CN(C)c1nc(N(C)C)nc(-n2cnc(SCc3ccccc3)n2)n1
  KDM5B inhibitor: 22%

Arranged by count of non-hydrogen atoms (smallest number first): some entries from above.
CC(Cc1ccc(Cl)cc1)NC(=O)c1ccc[n+]([O-])c1 (stereo unspecified)
  KDM5B inhibitor: 11%
CCc1nccn1CC(=O)N1CCc2[nH]cnc2C1C(=O)O (stereo unspecified)
  KDM5B inhibitor: u
CN(C)c1nc(N(C)C)nc(-n2cnc(SCc3ccccc3)n2)n1
  KDM5B inhibitor: 22%

4 entries picked at random from the list so far:
CCn1c(=O)c(=O)n(CC)c2cc(N3CCCCC3)c(NC(=O)c3cccc(OC)c3)cc21
  KDM5B inhibitor: 12%
CN(C)c1nc(N(C)C)nc(-n2cnc(SCc3ccccc3)n2)n1
  KDM5B inhibitor: 22%
Cc1ccc2c(C)c(C(=O)N3CCCC3c3nc(C(C)C)no3)oc2c1C (stereo unspecified)
  KDM5B inhibitor: -26%
O=C(Nc1ccccc1)c1cccc(OCc2ccccc2)c1
  KDM5B inhibitor: 6%

The listing picks up; the three compounds before the break are reprinted first.
CCCN1CCOc2ccc(C(=O)NCc3ccccc3F)cc2C1
  KDM5B inhibitor: 11%
CCOCc1cc(CN2CCN(c3cccc(Cl)c3)CC2)c(O)c2ncccc12
  KDM5B inhibitor: u
CN(C)c1nc(N(C)C)nc(-n2cnc(SCc3ccccc3)n2)n1
  KDM5B inhibitor: 22%
COCCNC(=O)C(NC(=O)c1ccccc1Cl)C1CCN(C(=O)c2ccccc2)CC1 (stereo unspecified)
  KDM5B inhibitor: u
CC(NC(=O)CCc1ccsc1)C1CCCO1 (stereo unspecified)
  KDM5B inhibitor: 18%
O=C(NCc1ccccc1)N1CCC(Oc2ncccc2C(=O)N2CCOCC2)C1 (stereo unspecified)
  KDM5B inhibitor: 23%
COc1ccc(C2CC(c3ccccc3OC(C)=O)=NN2C(C)=O)cc1 (stereo unspecified)
  KDM5B inhibitor: 27%
Cc1nc(-c2cccc(Cl)c2)n(CC(=O)NCCCc2ccccc2)c(=O)c1CCO
  KDM5B inhibitor: -14%
CC(=O)c1ccc(NC(=O)COc2ccccc2-c2nc(C)no2)cc1
  KDM5B inhibitor: -1%
O=C(CC1CCOC2(CCN(S(=O)(=O)Cc3ccccc3)CC2)C1)N1CCOCC1 (stereo unspecified)
  KDM5B inhibitor: 23%
CC(C)(C)c1ccc(C(=O)Nc2ccc(C(O)[C@H]3COCC(=O)N3Cc3ccccc3)cc2)cc1 (stereo partly specified)
  KDM5B inhibitor: u
COc1cccc(C(=O)N2CCC3(CC2)NC(=O)N(c2ccccc2)N3)c1
  KDM5B inhibitor: u
CC(O)c1ccc(-c2ccc(CNCCc3ccccc3)o2)cc1 (stereo unspecified)
  KDM5B inhibitor: 31%[activator]
CC1=NOC(=O)/C1=C/c1ccc(O)c(Cl)c1
  KDM5B inhibitor: u
O=C(Nc1ccccc1)N[C@H]1[C@H](O)[C@@H](N2CCCC2)[C@@H]2OC[C@H]1O2
  KDM5B inhibitor: -33%[86.2 µM]
COc1ccc(C(=O)N[C@@H]2CCC[C@@H]2C(=O)NCc2cccc(C)c2)cc1
  KDM5B inhibitor: 13%
Cc1cc(C)cc(C(=O)N2CCN(Cc3nc(N)c4ccccc4n3)CC2)c1
  KDM5B inhibitor: 6%
COc1ccc(Cl)cc1NC(=O)c1sc2nc(-c3ccc(OC)c(OC)c3)ccc2c1N
  KDM5B inhibitor: u
Cc1cc(C(=O)OCC(=O)N(C)Cc2ccc(F)cc2)c2ccccc2n1
  KDM5B inhibitor: 4%
Cc1ccc2[nH]c(C(=O)NCc3ccco3)cc2c1
  KDM5B inhibitor: u
COc1ccc(-n2c(SCC(N)=O)nc3c(oc4ccccc43)c2=O)cc1
  KDM5B inhibitor: -10%
Cc1ccc(N=c2scc(-c3ccccc3)n2-c2cccc(C)c2)cc1
  KDM5B inhibitor: 22%
COc1cc(C(=O)Nc2cccc(-c3nncn3C)c2)cc(OC)c1OC
  KDM5B inhibitor: 13%
C=C(C)Cn1c(SCC(=O)Nc2ccccc2)nc2c1c(=O)[nH]c(=O)n2C
  KDM5B inhibitor: 4%
O=S(=O)(c1cccc2ccccc12)N1CCN(c2ccc(F)cc2)CC1
  KDM5B inhibitor: -29%
Cc1nnc(N2CCC(C(=O)NC3CCC(C)CC3)CC2)c2nn(-c3ccc(Cl)cc3)c(C)c12 (stereo unspecified)
  KDM5B inhibitor: -9%
CCCNC(=O)C(C)NC(=O)CN(C)Cc1ccc(C(F)(F)F)cc1 (stereo unspecified)
  KDM5B inhibitor: 2%
O=S(=O)(c1ccc(Sc2nnnn2C2CC2)nc1)N1CCCCC1
  KDM5B inhibitor: 5%

COC(=O)[C@@H]1Cc2ncn(Cc3ccc(Cl)cc3)c2CN1S(=O)(=O)c1ccc(OC)cc1
  KDM5B inhibitor: -16%
O=c1c2sccc2nc(SCc2nc(-c3cccc(C(F)(F)F)c3)no2)n1C1CC1
  KDM5B inhibitor: 12%
COc1ccc(CNc2oc(-c3ccco3)nc2C#N)cc1
  KDM5B inhibitor: u
CCn1c(CO)nnc1C1CC(NC(=O)c2ccccc2-n2cccn2)C1 (stereo unspecified)
  KDM5B inhibitor: -10%
COc1ccc(CNC(=O)C(CC(C)C)NS(=O)(=O)c2ccc3c(c2)CCN3C(C)=O)cc1 (stereo unspecified)
  KDM5B inhibitor: 11%
CCOc1ccc(-c2cc(C(=O)N3CCN(c4cc(Cl)ccc4C)CC3)c3ccccc3n2)cc1
  KDM5B inhibitor: 3%
O=C(CS(=O)(=O)c1ccccc1Cl)N1CCOCC1
  KDM5B inhibitor: -12%
CCCc1ccc(C(=O)Oc2ccc(-c3ccc(CCC)cn3)cc2)cc1
  KDM5B inhibitor: 5%
CN(Cc1cn(-c2ccccc2)nn1)Cc1nccn1Cc1ccccc1
  KDM5B inhibitor: -1%
CC(C)N1CCC(CC(=O)N[C@@H]2CN(S(C)(=O)=O)C[C@H]2CN(C)C)CC1
  KDM5B inhibitor: -19%
COc1ccc(-c2nc(C)nc3c2CCN(C(=O)c2ccccc2)CC3)cc1
  KDM5B inhibitor: -28%
CCCCC(Sc1nnc(C)n1-c1cccc(C)c1)C(=O)Nc1cc(C)on1 (stereo unspecified)
  KDM5B inhibitor: -15%
CCN(CC)C(=O)c1ccc(CSC(F)F)o1
  KDM5B inhibitor: 2%
O=C(CC1CCCCC1)N1CCC(Cc2nc(-c3ccc(F)cc3)no2)CC1
  KDM5B inhibitor: -5%
COc1cncc(CN2CCC3(CC2)OC(=O)N(Cc2ccccc2C#N)C3(C)c2ccccc2)c1 (stereo unspecified)
  KDM5B inhibitor: -16%
Cc1ccc2c(c1)N(CC(=O)N1CCCCC1)C(=O)C(C)O2 (stereo unspecified)
  KDM5B inhibitor: -24%
Cc1ccc(C)c(S(=O)(=O)NCC2CN(Cc3ccccc3)CCO2)c1 (stereo unspecified)
  KDM5B inhibitor: 9%
CN(C)CCC(OC(=O)C1(c2ccccc2)CCCC1)c1ccccc1 (stereo unspecified)
  KDM5B inhibitor: 35%[activator]

Among those listed so far, two have a CF3 group.
CCCNC(=O)C(C)NC(=O)CN(C)Cc1ccc(C(F)(F)F)cc1 (stereo unspecified)
  KDM5B inhibitor: 2%
O=c1c2sccc2nc(SCc2nc(-c3cccc(C(F)(F)F)c3)no2)n1C1CC1
  KDM5B inhibitor: 12%
